# Screening results: PubChem BioAssay, Broad Institute
# S100A4 inh HTS = inhibitors of S100A4-myosin IIA peptide binding, primary screen, biochemical, fluorescence polarization, TAMRA-MyoIIA peptide. 360,000 compounds, 0.14% hits. AID 652163, 2013. Protein S100-A4 (Homo sapiens), P26447. inhibition, % at 10.7 µM;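 active = mean inhibition of at least 70% across replicates, with every replicate also reaching that level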
# Target sequence (P26447 whole entry, looked up): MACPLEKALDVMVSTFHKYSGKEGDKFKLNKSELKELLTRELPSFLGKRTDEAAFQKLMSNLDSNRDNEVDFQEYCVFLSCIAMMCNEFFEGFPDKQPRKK
#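 Material: S100A4 monomer protein / Buffer or medium: 50 mM HEPES pH 7.2, 10 mM CaCl2, 100 mM KCl / Times: 5 min incubation before reading / Benchmarks: neutral control DMSO, positive control TFP / Reagent: labelled myosin peptide probe, 5 nM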
# PGC1a acetyl inh = inhibitors of PGC1a acetylation signal, primary screen, cell-based, U2OS, AlphaScreen, inhibitor mode | AlphaScreen anti-acetyl-lysine; with virally co-expressed GCN5 acetyltransferase | inhibition, % at 15.6 µM | 350,000 compounds, 0.17% hits | AID 651687, 2012;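 active = every replicate shows inhibition of at least 40%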;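 also: 0% = neutral control wells and 100% = positive control wells; some results beyond the cut were filed as inactive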
# C2C12 statin = suppressors of statin myotoxicity in C2C12 myotubes, primary screen, cell-based, single point, plate reader; rescue of ATP level, % at 7.49 µM; AID 602340, 2012; C2C12 myotubes + simvastatin, ATP luminescence, 48 h; scaled: DMSO 0, geranylgeraniol control 100; 330,000 compounds, 0.78% hits;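 active = mean ATP rescue above about 67%, or every replicate alone reaching that limit, limit read from the data, passing the limit was not always enough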;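 also: myotubes were challenged with 10 µM simvastatin during compound exposure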
# ERAP1 inh = human ERAP1 aminopeptidase inhibitors, primary screen, biochemical, single point, plate reader; Endoplasmic reticulum aminopeptidase 1 (Homo sapiens), Q9NZ08; 340,000 compounds, 0.15% hits; inhibition, % at 10.7 µM; recombinant ERAP1, Leu-AMC fluorescence, 60 min;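 active = mean replicate inhibition of at least 30%, or all replicates individually reaching that 30% level; inactive = mean below 30% and not every replicate reaching it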;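 also: 0% = neutral control wells and 100% = L-leucinethiol positive control wells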
# Target sequence (Q9NZ08 whole entry, looked up): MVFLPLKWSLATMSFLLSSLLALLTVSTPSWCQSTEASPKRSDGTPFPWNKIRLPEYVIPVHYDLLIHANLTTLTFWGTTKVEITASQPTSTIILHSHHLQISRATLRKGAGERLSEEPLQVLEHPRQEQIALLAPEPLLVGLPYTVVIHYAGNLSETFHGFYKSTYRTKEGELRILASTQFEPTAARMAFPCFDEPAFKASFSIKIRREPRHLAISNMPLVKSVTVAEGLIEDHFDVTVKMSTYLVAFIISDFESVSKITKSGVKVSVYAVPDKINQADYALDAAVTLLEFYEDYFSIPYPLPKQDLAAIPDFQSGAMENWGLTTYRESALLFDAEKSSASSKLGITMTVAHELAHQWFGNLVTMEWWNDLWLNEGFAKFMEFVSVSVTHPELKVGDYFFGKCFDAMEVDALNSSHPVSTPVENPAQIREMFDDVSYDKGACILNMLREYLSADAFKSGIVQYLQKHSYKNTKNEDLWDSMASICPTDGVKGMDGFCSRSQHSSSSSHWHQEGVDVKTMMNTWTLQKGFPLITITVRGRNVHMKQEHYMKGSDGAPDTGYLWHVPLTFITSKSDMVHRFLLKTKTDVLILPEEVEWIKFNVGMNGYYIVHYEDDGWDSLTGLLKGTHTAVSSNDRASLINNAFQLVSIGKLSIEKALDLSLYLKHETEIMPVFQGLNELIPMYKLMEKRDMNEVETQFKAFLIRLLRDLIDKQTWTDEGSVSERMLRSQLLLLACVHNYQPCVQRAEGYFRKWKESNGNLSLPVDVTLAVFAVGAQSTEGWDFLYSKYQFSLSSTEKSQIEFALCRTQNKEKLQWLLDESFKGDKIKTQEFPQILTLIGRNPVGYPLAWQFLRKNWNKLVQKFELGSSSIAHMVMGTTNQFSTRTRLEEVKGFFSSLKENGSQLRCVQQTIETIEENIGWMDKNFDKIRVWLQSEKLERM
# SIRT5 inh = SIRT5 desuccinylase inhibitors, primary screen, biochemical, fluorescence imaging, single point, set 5 | NAD-dependent protein deacylase sirtuin-5, mitochondrial (Homo sapiens), Q9NXA8 | Purified SirT5, succinyl-peptide AMC, trypsin-coupled fluorescence | inhibition, % at 15 µM | 330,000 compounds, 1.1% hits | AID 652115, 2013; in the data active = inhibition above about 15%
# XiGFP reactiv = activators of inactive X chromosome reactivation, primary screen, imaging, XiGFP fibroblasts, GFP high-content imaging, set 2 | XiGFP mouse fibroblasts, % GFP-positive cells imaging, 3 d; cells co-treated with 5-aza-dC sensitizer; scaled so ellipticine positive control = 100% | 360,000 compounds, 0.055% hits | activation, % at 7.58 µM;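 active = mean normalized replicate activation at least 10% and every replicate at or above 10%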;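 also: 0% = median of on-plate neutral control wells and 100% = ellipticine 6 µM median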
#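 System: SV40-immortalized XiGFP fibroblast cells, line 68-5-11 / Incubation: 3-day compound exposure, then 15 min fixation at room temperature / Compound: single concentration per compound, delivered by pin transfer / Buffer or medium: DMEM plus 5-aza-dC sensitizer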
# Cneo AK release = Cryptococcus neoformans cell lysis inducers, primary screen, AK release luminescence, single concentration; C. neoformans lysis, adenylate kinase release luminescence, 4 h; normalised: neutral wells 0, clomiphene wells 100; lysis activity, % at 15 µM; 360,000 compounds, 0.2% hits; AID 651654, 2012;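 active = mean lysis activity across replicates of at least 80%, whatever share of replicates individually reach that level; inactive = mean lysis activity below 80%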
#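 Material: C. neoformans cells | Amount: Yeast cell density of 5 × 10^6 cells/mL | Medium: Fresh YPD growth medium | Dosing: Single dose | Times: Static 4 h at 37 °C with compound, 1 h detection | Detection: AK luminescence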
# LGR2 inh = inhibitors of bursicon-induced LGR2 CRE-luciferase signal, primary screen, cell-based, HEK293, CRE-luciferase reporter, bursicon stimulation; Drosophila bursicon receptor LGR2 (rickets); bursicon-stimulated, 4 h; inhibition, % at 9.99 µM; 380,000 compounds, 0.35% hits; AID 720647, 2013;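 active = drop in luminescence signal, shown as inhibition above about 50% in the replicate tests, limit read from the data, passing the limit was not always enough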;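 also: agonist challenge used bursicon conditioned medium at about half maximal strength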
# Active calls of the source: *; / = not tested or not shown.
No.	molecule	S100A4 inh HTS	PGC1a acetyl inh	C2C12 statin	ERAP1 inh	SIRT5 inh	XiGFP reactiv	Cneo AK release	LGR2 inh
1	Clc1ccc(CO/N=C2\CCCc3nonc32)c(Cl)c1	2	1	/	3	-3	-0.1	2	2
2	C=CCNC(=O)c1onc(CSc2cccc(OC)c2)c1C(=O)NCC=C	0	-2	11	3	/	0.1	-1	1
3	Cc1ccc(S(=O)(=O)N(C)C[C@@H]2Oc3cc(C#CC4CCCC4)ccc3S(=O)(=O)N([C@H](C)CO)C[C@@H]2C)cc1	-11	-18	6	0	-1	0.1	-5	28
4	COc1ccc(NC(=O)Nc2ccc3c(c2)CC(=O)N([C@@H](C)CO)C[C@@H](C)[C@H](CN(C)C(=O)NC2CCCCC2)O3)cc1	13	0	2	0	-1	-0.2	-1	1
5	O=C(Nc1ccccc1C(=O)NCCc1ccc(O)cc1)c1ccco1	-3	/	2	2	-1	0.0	-2	3
6	O=[N+]([O-])c1cc([N+](=O)[O-])c(N2CCCCCC2)cc1NCCO	/	-3	8	/	/	/	-10	1
7	COc1ncnc2c1ncn2CCCN1CCN(Cc2ccc(C)cc2)CC1	3	-9	2	-9	-5	0.2	-1	-10
8	O=C(NCc1cccs1)C(=O)c1cn(CC(=O)N2CCOCC2)c2ccccc12	-5	5	/	1	-2	0.4	/	7
9	O=S(=O)(N[C@@H]1CC[C@H](CCn2cc(C3(O)CCCC3)nn2)O[C@@H]1CO)c1ccc(F)cc1	-3	-5	5	-1	1	-0.6	2	8
10	Cc1cccc(NC(=O)C(C)Sc2ncnc3sccc23)c1 (configuration not stated)	0	0	1	-1	-2	0.1	-2	/
11	CN(C)C(=O)[C@@H]1[C@@H](CO)[C@@H]2Cn3c(ccc(C4=CCCCC4)c3=O)[C@H]1N2Cc1ccccc1F	10	-1	4	-2	-37	0.0	-1	-8
12	C[C@H]1CN([C@@H](C)CO)C(=O)c2cc(NC(=O)NC3CCCCC3)ccc2O[C@@H]1CN(C)S(=O)(=O)c1cccs1	8	4	/	1	2	0.2	-2	7
13	CSc1nnc(CCCCCCCCc2nnc(SC)o2)o1	3	/	0	/	3	0.1	-1	-6
14	Cc1noc(C)c1S(=O)(=O)Nc1ccc2c(c1)C(=O)N([C@H](C)CO)C[C@H](C)[C@@H](CN(C)Cc1ccc3c(c1)OCO3)OCCCC[C@H](C)O2	-3	6	/	1	8	0.1	4	7
15	CCOC(=O)C1CCCN(C(=O)c2csc(-c3ccc4c(c3)CCO4)n2)C1 (configuration not stated)	1	/	14	0	-3	0.0	-1	/
16	OCC1(CCc2ccccc2)CCN(Cc2cccn2-c2cccnc2)CC1	-3	-4	/	-2	-9	0.4	/	-1
17	Cc1cc(NC(=O)Cc2c(C)[nH]c3ccccc23)ccc1Oc1cccnc1	-1	/	/	-2	/	0.1	/	-24
18	COCC(=O)N(C)C[C@H]1Oc2cc(-c3ccc(C)cc3)ccc2S(=O)(=O)N([C@H](C)CO)C[C@H]1C	1	2	-7	0	-4	-1.3	5	-8
19	COc1ccc(Cl)cc1C(=O)NCCN1CCOCC1	-6	-15	4	1	0	0.1	0	/
20	COC(=O)c1ccccc1NC(=O)CN1CCN(Cc2ccccc2)CC1	-6	-3	9	-4	0	0.1	0	3
21	CN(C(=O)c1cccc(S(=O)(=O)N2CCCC2)c1)C1CCCCC1	0	6	-2	1	0	1.0	1	-1
22	Cc1cc(OC(=O)c2ccc(S(=O)(=O)N3CCCC3)cc2)c([N+](=O)[O-])c(=O)[nH]1	0	/	/	2	0	0.4	/	26
23	C[C@@H]1CN([C@H](C)CO)S(=O)(=O)c2ccc(C3=CCCC3)cc2O[C@@H]1CN(C)CC1CCCCC1	-7	-22	-40	1	1	-1.2	7	5
24	O=C(CC1OC(=O)c2ccccc21)Nc1cc(S(=O)(=O)N2CCOCC2)ccc1OCC(F)(F)F (configuration not stated)	0	5	-17	-1	0	0.0	3	22
25	O=C(CCc1ccccc1)Nc1ccc2ccccc2n1	2	/	/	2	-2	0.0	/	-101
26	CCOc1ccc(CCN2C(=S)N([C@@H](CC(C)C)CN3CCC[C@@H]3CN3C(=S)NC[C@@H]3Cc3ccc(O)cc3)C[C@@H]2Cc2ccc(O)cc2)cc1	-3	-28	-9	/	-3	-0.1	0	13
27	O=C(COC(=O)C1CCN(c2ccc(C(F)(F)F)cn2)CC1)NCc1ccccc1	1	4	1	0	-4	-0.2	-1	-23
28	Cc1ccc(NC(=S)N2CCCCCC2)cc1	-3	2	-8	-1	-1	0.2	/	-16
29	O=C(OCC(=O)N1CCc2ccccc2C1)c1ccc(N2CCOCC2)c([N+](=O)[O-])c1	/	3	/	/	/	-0.1	-6	16
30	CN(C)c1cccc(-c2csc(N3CCC(C(N)=O)CC3)n2)c1	-2	-15	-8	1	1	0.1	-1	/
31	CSCCC(NC(=O)c1cccc(C)c1)C(=O)OCN1C(=O)c2ccccc2C1=O (configuration not stated)	1	/	3	-3	1	-0.1	/	-3
32	NC(=O)c1cc(S(=O)(=O)Nc2cccc(F)c2)co1	-2	-1	0	-1	-2	0.1	3	1
33	CC(=O)Nc1ccc(N(C(=O)CNC(=O)c2cccs2)C(C(=O)NC(C)(C)C)c2ccccc2)cc1 (configuration not stated)	-4	0	-5	4	-2	0.0	-4	-5
34	N#CCCN(C(=O)COC(=O)c1n[nH]c2ccccc12)c1ccccc1	-5	/	4	2	-2	0.1	-1	12
35	CCOC(=O)N1CCN(C(=O)/C(=C/c2cccs2)NC(=O)c2cccs2)CC1	-2	1	9	6	17*	0.0	0	-14
36	CSc1ncnc2c1ncn2CCCN1CCN(C(=O)C2CC2)CC1	-5	12	-6	-1	-5	-0.1	0	-1
37	CCCCOC(=O)CSc1nnc(N)s1	/	-2	-11	/	/	/	0	5
38	CCCC(C(=O)NC1CCCC1)N(C(=O)c1snc(C(N)=O)c1N)c1ccc(F)cc1 (configuration not stated)	0	-17	-23	3	-1	0.0	3	16
39	O=C(Nc1ccc(-n2cccn2)cc1)C1CCN(Cc2ccsc2)CC1	-7	/	/	-6	0	1.0	33	15
40	CC(=O)c1sc(Nc2cccc3ccccc23)nc1C	13	-4	/	/	/	0.0	/	-19

# Brought forward from above: three entries; new compounds follow.
No.	molecule	S100A4 inh HTS	PGC1a acetyl inh	C2C12 statin	ERAP1 inh	SIRT5 inh	XiGFP reactiv	Cneo AK release	LGR2 inh
38	CCCC(C(=O)NC1CCCC1)N(C(=O)c1snc(C(N)=O)c1N)c1ccc(F)cc1 (configuration not stated)	0	-17	-23	3	-1	0.0	3	16
39	O=C(Nc1ccc(-n2cccn2)cc1)C1CCN(Cc2ccsc2)CC1	-7	/	/	-6	0	1.0	33	15
40	CC(=O)c1sc(Nc2cccc3ccccc23)nc1C	13	-4	/	/	/	0.0	/	-19
41	CCCCN(C)C(=O)c1cn(CC)c2ccc(S(=O)(=O)N(C)C)cc2c1=O	-21	4	-8	-2	/	0.0	-6	-4
42	Cc1ccc(C(=O)N2c3ccccc3NC(=O)C2C)cc1 (configuration not stated)	-3	-5	/	9	3	0.0	/	21
43	Cc1cccc(C)c1NC(=O)C1(N(Cc2ccco2)C(=O)CC2NC(=O)NC2=O)CCCCC1 (configuration not stated)	0	2	/	1	-1	/	-3	-7
44	COc1ccc(Br)c(C(=O)Nc2ccc(F)cc2)c1	13	3	/	2	0	0.2	/	-19
45	COc1ccccc1CNC(=O)C1(c2ccc(Cl)cc2)CC1	3	/	/	-2	-3	0.1	/	19
46	CN(C)c1ccc(C=NN2C(=O)CSC2=S)c(Cl)c1	-21	/	-1	-1	-5	0.0	-1	18
47	CCOc1ccc(NC(=O)CN(C)C(=O)C2CCN(C(=O)Nc3ccccc3)CC2)cc1OCC	1	-1	23	5	-1	-0.1	2	8
48	O=C(CSc1ccccc1C(=O)O)c1ccccc1	1	4	-2	-24	-3	0.0	0	14
49	COc1ccc(OC)c(NC(=O)NCCN2CCN(c3ccccc3)CC2)c1	-1	-6	-20	0	-2	-0.1	-2	11
50	CCN(CC)S(=O)(=O)c1ccc(C)c(NC(=O)CNCCN(C(C)C)C(C)C)c1	7	/	/	/	4	0.0	/	-4
51	C[C@H]1CN([C@@H](C)CO)C(=O)Cc2cc(NC(=O)Cc3cn(C)c4ccccc34)ccc2O[C@@H]1CN(C)C(=O)Nc1ccc(C(F)(F)F)cc1	-6	9	7	4	2	-0.1	1	8
52	O=C(c1ccc(Oc2ccc([N+](=O)[O-])cc2)cc1)N1CCCCCC1	-2	11	4	-6	3	0.3	-1	1
53	COc1ccccc1CNC(=O)C[C@H]1CC[C@H]2[C@@H](COC[C@H](O)CN2C(=O)Nc2ccccc2)O1	7	5	-1	-5	-2	0.1	-1	-9
54	CC(C)N1CC(O)=C(c2ccccc2)C1=N	-8	2	-10	-2	-3	/	4	6
55	Cc1cc(NC(=O)COC(=O)[C@@H](NS(=O)(=O)c2ccccc2)C(C)C)no1	2	8	/	-2	-8	0.1	/	/
56	COC(=O)C[C@H]1CC[C@@H](NS(=O)(=O)c2ccc(OC)cc2)[C@@H](CO)O1	6	2	5	-1	1	-0.6	-1	14
57	Cc1ccc(Cn2nnc3c(=O)[nH]c(C4CCCN(S(=O)(=O)c5ccc(F)cc5)C4)nc32)cc1 (configuration not stated)	-6	-2	-1	4	-5	0.1	3	13
58	CC(=O)Nc1ccc(NC(=O)C(Sc2ccccc2)c2ccccc2)cc1 (configuration not stated)	5	-2	1	6	-1	0.1	9	0
59	CC(C)C#Cc1cnc2c(c1)C(=O)N([C@H](C)CO)C[C@@H](C)[C@H](CN(C)C(=O)Nc1ccccc1)O2	-3	2	4	0	-4	-0.6	-3	7
60	CCNC(=O)C[C@@H]1CC[C@@H]2[C@H](COc3ccc(NC(=O)c4cccc(OC)c4)cc3C(=O)N2C)O1	0	0	10	2	0	0.9	-1	-6
61	CCCC(=O)Nc1ccc2c(c1)OC[C@@H](C)N(C(=O)c1ccccn1)C[C@@H](C)[C@H](OC)CN(C)C2=O	8	4	13	-3	0	0.3	6	-5
62	CCCCNC(=O)c1ccc(CNS(=O)(=O)c2ccc(Br)cc2)cc1	-4	/	3	/	/	0.0	-1	-3
63	COc1ccc(CN(C)C[C@@H]2OCCCC[C@H](C)Oc3ccc(NS(=O)(=O)c4ccc(F)cc4)cc3C(=O)N([C@H](C)CO)C[C@H]2C)cc1	20	1	/	2	-4	0.2	-3	-26
64	COc1ccc(S(=O)(=O)N(C)C(C)CCc2ccco2)cc1 (configuration not stated)	-8	-3	-6	2	-1	0.1	0	0

# Not all compounds are listed. The share of hits here may be higher or lower than overall.
